GAA glycogen mod – inhibitors or activators of human alpha-glucosidase glycogen cleavage; P10253; recombinant GAA, glycogen substrate, Amplex Red glucose oxidase fluorescence; Potency, µM (top dose mostly 76.4 µM), for inactives: at the highest dose activity change, negative = inhibition, most hits filed as inhibitors; hit rate 0.38% among 300,000;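 further: 0% = full enzyme reaction and -100% = no-enzyme basal signal; the screen sought inhibitors and activators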
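Natural-substrate format: glycogen cleavage by 4 nM human enzyme, glucose read by Amplex Red coupling (Ex 573, Em 610 nm). Normalized to enzyme and no-enzyme controls.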
TexasRed fluor – Texas Red fluorescence interference in TRb-SRC2 counter-screen; hit rate 0.29% among 280,000; AID 1479; TRb/SRC2 Texas Red total fluorescence interference; Potency, µM (highest dose often 106 µM), without a hit: at the highest dose fluorescence change, negative = quenching; active means well fitted curve in either direction with a large enough effect; inconclusive means small, poorly fitted or top-dose-only effect
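Human TRb ligand-binding domain at 0.6 uM with 20 nM Texas Red SRC2 peptide in Tris buffer containing 1 uM T3 and 5% DMSO, incubated with compound 5 h at ambient temperature. Total fluorescence (555/632 nm) calculated as parallel + 2 × perpendicular.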
GAA inh – alpha-glucosidase (human) inhibition | purified human GAA, 4-MU-alpha-glucoside fluorescence | Potency, µM (top dose mostly 76.9 µM), without a hit: top-dose activity change, negative = inhibition, actives largely listed as inhibitors | hit rate 0.005% among 200,000;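 further: plate controls were uninhibited enzyme wells for no effect and no-enzyme background for full effect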
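Enzyme (4 nM final) mixed with compound (up to 77 uM), then 4-MU-alpha-D-pyranoside (400 uM final) added; 20 min at room temperature, pH 5.0. Reaction stopped at pH 10, fluorescence read, AC50 derived by Hill fit.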
RECQ1 helicase – blocks DNA unwinding by human RECQ1; P46063; RECQ1 DNA unwinding, red fluorescence kinetic read; Potency, µM (highest dose often 57.3 µM), for the others: at the top dose activity, negative = inhibition, usual class: inhibitors; hit rate 0.54% among 240,000;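 further: plate controls were vehicle for no effect and no enzyme for full effect; nearly all actives have a fitted effect of over 30% in size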
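50 nM RECQ1T1 preincubated 15 min with compound in Tris pH 8.0 buffer with MgCl2, DTT, Tween-20 and 2.5 ug/ml poly(dI-dC); started with 200 nM TAMRA/BHQ-2 forked duplex and 2 mM ATP. Unwinding read as fluorescence (525/598 nm), two reads 2 h apart.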
L3MBTL1 inh – inhibitors of human L3MBTL1; hit rate 0.66% among 230,000; Potency, µM (series often up to 57.1 µM), inactives show at the highest dose activity, negative = inhibition, most hits filed as inhibitors; AlphaScreen L3MBTL1–H3K9me1 peptide binding; Q9Y468; further: nearly all actives have a fitted effect of over 60% in size
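Read-out is AlphaScreen signal from streptavidin donor and nickel chelate acceptor beads (10 ug/mL final each) bridging L3MBTL1 (50 nM) and biotinylated K9-monomethylated H3(1-15) peptide (75 nM), after 30 min compound exposure at room temperature.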
TRb-SRC2 inh – inhibitors of human thyroid hormone receptor beta-SRC2 interaction; P10828; hit rate 0.065% among 280,000; Potency, µM (highest dose often 106 µM), for the others: top-dose activity change, negative = inhibition, hits mostly inhibitors; TRbeta-SRC2 peptide binding, fluorescence polarization; receptor liganded with 1 µM T3; AID 1469;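 further: plate controls were bound peptide for no effect and peptide without receptor for full effect; nearly all actives have a fitted effect of over 50% in size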
Target sequence (P10828 whole entry, looked up): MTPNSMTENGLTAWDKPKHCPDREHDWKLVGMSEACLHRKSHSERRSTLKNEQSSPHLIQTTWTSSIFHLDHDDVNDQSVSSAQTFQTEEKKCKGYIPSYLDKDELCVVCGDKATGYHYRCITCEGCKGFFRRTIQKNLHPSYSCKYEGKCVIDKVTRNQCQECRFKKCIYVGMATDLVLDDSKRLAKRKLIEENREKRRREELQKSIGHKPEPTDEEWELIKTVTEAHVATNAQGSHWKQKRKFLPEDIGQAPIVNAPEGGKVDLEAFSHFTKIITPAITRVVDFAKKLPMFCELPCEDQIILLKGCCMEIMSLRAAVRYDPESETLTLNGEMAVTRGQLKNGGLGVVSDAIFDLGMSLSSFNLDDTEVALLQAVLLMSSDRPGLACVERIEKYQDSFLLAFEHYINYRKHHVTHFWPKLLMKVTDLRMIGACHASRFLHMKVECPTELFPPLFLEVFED
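Binding of a 20-amino-acid Texas Red SRC2 peptide (20 nM) to TRb ligand-binding domain (0.6 uM) with agonist T3 at 1 uM was followed by fluorescence polarization after a 5 hr room-temperature incubation.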
GoLoco inh red – inhibitors of human Gai1-RGS12 GoLoco interaction (red fluorophore); P63096; Gai1:RGS12 GoLoco peptide FP, rhodamine, 10 min; Potency, µM (titrated, usually from 61.6 µM), inactives show top-dose activity, negative = inhibition, usual class: inhibitors; hit rate 0.44% among 230,000; AID 880; active means well fitted inhibition curve with a large enough effect, not every such curve was filed as active; inactive means no such curve, though single readings can be large or run the other way; further: nearly all actives have a fitted effect of over 30% in size; many of its hits are not listed in these tables
Target sequence (P63096 whole entry, looked up): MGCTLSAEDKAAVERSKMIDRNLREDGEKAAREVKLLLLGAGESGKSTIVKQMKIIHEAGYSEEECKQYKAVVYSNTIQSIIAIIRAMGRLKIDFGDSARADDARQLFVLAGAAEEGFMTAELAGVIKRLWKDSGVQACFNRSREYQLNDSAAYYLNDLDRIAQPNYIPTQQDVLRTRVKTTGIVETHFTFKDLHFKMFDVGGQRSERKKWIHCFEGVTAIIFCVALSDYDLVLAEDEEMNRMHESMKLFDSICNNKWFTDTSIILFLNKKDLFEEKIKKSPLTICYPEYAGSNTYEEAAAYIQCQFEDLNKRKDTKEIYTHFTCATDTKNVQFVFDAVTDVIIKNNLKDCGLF
aGlu spleen mod – lysosomal alpha-glucosidase (human) modulation; human spleen homogenate, 4-MU-alpha-glucoside fluorescence; Potency, µM (highest dose often 79.9 µM), for inactives: top-dose activity change, negative = inhibition, hits mostly inhibitors; hit rate 0.006% among 240,000;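 further: 0% = enzyme with vehicle and -100% = no enzyme basal signal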
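AC50 values come from Hill-equation fits of concentration-response data, normalized to no-enzyme and full-activity controls. Enzyme source: 1 ug human spleen homogenate; 1 mM fluorogenic 4-MU glucoside, pH 5.0 citrate buffer, 37 C, 40 min.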
* marks the source's active call; other numbers are inactive results; i = inactive; ? = inconclusive; · = no result given; & = joins results of further samples; [ ] = dose if it differs, or a comment. Unless noted, the call rests on the fitted dose curve; in most records, active means well fitted curve in the direction sought with a large enough effect; inconclusive means small, poorly fitted or top-dose-only effect, or another doubt; inactive means no such curve, though single readings can be large; an effect the other way counts as inactive or inconclusive. Unless noted, on the % scale 0 is the no-effect control and ±100 the full control effect; potency means the concentration at half of the fitted maximal effect. These rows are one share of the data. The share of hits here may be higher or lower than overall.

No.	canonical_smiles	GAA glycogen mod	TexasRed fluor	GAA inh	RECQ1 helicase
1	COC(=O)c1c(NC(=O)CN2CCC3(O)CCCCC3C2c2cc(OC)ccc2OC)sc(C)c1C (centres undefined)	7%	-2%	-11%	-18%
2	O=C(CN1C(=O)c2ccccc2S1(=O)=O)Nc1ccccc1C(=O)NCc1ccco1	-19%	1%	7%	-2%
3	Cc1ccc(C(=O)O)cc1NC(=O)c1cccs1	2%	-2%	-3%	-17%
4	CCOC(=O)OCC1OC(C#Cc2ccccc2)C=CC1OC(=O)OCC (centres undefined)	·	0%[11.2 µM]	·	11%[11.5 µM]
5	O=c1nc2n(c3cc(Cl)c(S(=O)(=O)N4CCOCC4)cc13)CCCCC2	-3%	-2%	-5%	-9%
6	S=C(N/N=C/c1ccc(Cl)cc1)N1CCOCC1	7%	-1%	-9%	-5%
7	C=CCn1c(SCC(=O)NC2CCCCC2)nc2ccccc2c1=O	-3%	-1%	-5%[15.4 µM]	12%
8	COc1ccc(C(=O)NCCCOc2cccc(NC(C)=O)c2)cc1	0%	-1%	·	-11%
9	CC(C)C(=O)Nc1ccc(C(=O)NC2CCSC2=O)cc1 (centres undefined)	0%	4%	-17%	i
10	CC1CCN(C(=O)CSc2nnc(Cc3cc(=O)[nH]c(=O)[nH]3)n2-c2ccc(Cl)cc2)CC1	-5%	-1%	-2%	12%
11	CC1CCN(S(=O)(=O)N2CCC(C(=O)NCCC3=CCCCC3)CC2)CC1	10%	-1%	-1%	i
12	COC(=O)N(C)c1nc2ccccc2s1	3%	0%	-4%	i
13	CCOC(=O)c1c(C)[nH]c(C(=O)COC(=O)CCSc2ccccc2)c1C	1%	2%	-4%	2%
14	O=C(Nc1ccc(-n2nncc2-c2ccco2)cc1)c1cc2ccccc2oc1=O	1%	-25%	-1%	6.3µM*
15	Cc1cccc(-n2nnc3c(=O)n(CC(=O)Nc4cc(C)on4)cnc32)c1	-3%	1%	-4%	i

No.	L3MBTL1 inh	TRb-SRC2 inh	GoLoco inh red	aGlu spleen mod
1	-3%	3%	12%	3%
2	4%	1%	9%	6%
3	?	-7%	13%	3%
4	·	5%[11.2 µM]	·	4%[17.4 µM]
5	9%	3%	3%	6%
6	?	-3%	14%	3%
7	-1%	11%	-3%	-7%
8	-2%	3%	-115%	-10%
9	0%	9%	-4%	4%
10	13%	3%	0%	-3%
11	1%	-9%	-15%	1%
12	3%	0%	0%	-9%
13	-5%	-13%	4%	-12%
14	-13%	3%	9%	-2%
15	·	7%	10%	-2%

Two of these compounds, set out differently:
nr	SMILES	GAA glycogen mod	TexasRed fluor	GAA inh	RECQ1 helicase	L3MBTL1 inh	TRb-SRC2 inh	GoLoco inh red	aGlu spleen mod
8	COc1ccc(C(=O)NCCCOc2cccc(NC(C)=O)c2)cc1	0%	-1%	·	-11%	-2%	3%	-115%	-10%
9	CC(C)C(=O)Nc1ccc(C(=O)NC2CCSC2=O)cc1 (centres undefined)	0%	4%	-17%	i	0%	9%	-4%	4%

Next section:
No.	canonical_smiles	GAA glycogen mod	TexasRed fluor	GAA inh	RECQ1 helicase
16	Cc1ccc2c(c1)-c1ccccc1S(=O)(=O)N2	-1%	-3%	-1%	i
17	Cc1ccc(C)c(N2CCN(C(=O)c3cc4ccccc4oc3=O)CC2)c1	-6%	5%	-10%[15.4 µM]	-13%
18	O=C(CN1C(=O)COc2ccccc21)N(Cc1cccnc1)Cc1cccc(F)c1	-17%	3%	3%	5%
19	CC(=O)Nc1cc(C(=O)N2CCCC2)ccc1Sc1ccc(Cl)cc1	23%	-1%	-3%	-15%
20	Nc1ccc(C(=O)NCc2ccccc2)cc1	19%	0%	2%	i
21	COc1ccc(Oc2nc(-c3cccnc3)nc3ccccc23)cc1	-2%	-2%	·	-4%
22	COc1ccc(CC(=O)Nc2ccc(S(=O)(=O)NCC3CCCO3)cc2)cc1 (centres undefined)	2%	-4%	-8%	-3%
23	O=C(COc1ncnc2cc([N+](=O)[O-])ccc12)NCCc1ccc(Cl)cc1	-1%	0%	-7%	i
24	CN(Cc1ccccc1)C(=O)COC(=O)c1ccc2c(c1)OCO2	2%	-4%	3%	3%
25	COc1ccc(C(=O)NC(=S)NC(C)C)cc1Br	-2%	-2%	4%	-7%
26	COc1ccc(OC)c(-n2c(SCC(=O)N3CCc4ccccc43)nc3c(c2=O)SCC3)c1	0%	0%	-2%	i
27	OC(c1ccccn1)(c1ccccn1)c1ccccn1	-12%	-5%	-1%	i
28	CN1C(=O)CSc2ccc(C(=O)O)cc21	-17%	0%	-9%	-4%
29	CC(=O)Cc1nsc(NC(=O)c2ccccc2)n1	-8%	1%	-11%	-7%
30	CCN1CCN(Cc2oc(CO)cc(=O)c2O)CC1	8%	-8%	-2%	i

No.	L3MBTL1 inh	TRb-SRC2 inh	GoLoco inh red	aGlu spleen mod
16	·	-3%	7%	-4%
17	-1%	7%	5%	-1%
18	·	-12%	15%	2%
19	·	4%	-1%	2%
20	-1%[11.4 µM]	-2%	12%	-1%
21	1%	3%	2%	6%
22	12%	-9%	-15%	5%
23	-4%	5%	12%	6%
24	2%	-17%	-3%	6%
25	-1%	-4%	2%	2%
26	10%	-3%	-1%	-2%
27	16µM*	-1%	-14%	2%
28	·	7%	-6%	2%
29	6%	-1%	13%	8%
30	·	-3%	13%	-15%

More records:
No.	canonical_smiles	GAA glycogen mod	TexasRed fluor	GAA inh	RECQ1 helicase
31	COc1ccc(C2NC(=S)N3C(c4ccc(OC)cc4)NC(=S)N23)cc1 (centres undefined)	0%	-4%	-2%	-9%
32	CCOC(=O)c1ccccc1NC(=O)c1c(F)c(F)c(F)c(F)c1F	-7%	0%	-8%	i
33	Cc1cc(C)nc(NNC(=O)c2ccccc2O)n1	?	-3%	11%	17%
34	CC(=O)NC1(c2ccccc2)CCN(c2nc(C)cc(C)n2)CC1	-5%	-1%	6%	4%
35	O=S(=O)(c1cccc2nsnc12)N1CCN(c2ccc(F)cc2)CC1	3%	0%	-2%	-1%
36	Cc1nc2ccccc2nc(C)c1=NOCc1ccccc1Cl	-14%	7%	-7%	-5%
37	O=C1C=CC(=O)N1CCCCCCN1C(=O)C=CC1=O	17%	-1%	0%	?
38	O=C(Nc1ccccc1C(=O)N1CCCCCC1)c1cccc(S(=O)(=O)N2CCOCC2)c1	-16%	2%	-15%	-9%
39	COCCN1Cc2cccc(C(=O)NCc3cccs3)c2C1=O	0%	-3%	-15%	-2%
40	CC(=O)c1ccc(N2CCN(CC(=O)Nc3ccc(N4CCOCC4)cc3)CC2)cc1	?	-3%	3%	i
41	CCCCCOC(=O)c1[nH]c2c(c1C)C(=O)C(C(=O)OC)C(C)C2 (centres undefined)	-7%	2%	-5%	-7%
42	Cc1cc(N/C=C(\C#N)S(=O)(=O)c2ccc(Cl)cc2)nc(C)n1	3%	-2%	·	-15%
43	CCN(CC)CCC(c1ccc2c(c1)OCO2)c1c(O)cc(OC)cc1OC (centres undefined)	3%	-2%&0%	·	i
44	CCCSc1cc(=O)n(-c2ccc(F)cc2)nc1C(=O)OCC	4%	0%	-1%	i
45	NS(=O)(=O)c1ccc(NC(=O)COC(=O)c2cccc(S(=O)(=O)N3CCCC3)c2)cc1	-3%	-1%	·	i

No.	L3MBTL1 inh	TRb-SRC2 inh	GoLoco inh red	aGlu spleen mod
31	·	4%	-1%	3%
32	-2%[11.4 µM]	-11%	12%	-8%
33	-3%	5%	10%	1%
34	2%	-2%	8%	-3%
35	·	2%	2%	3%
36	1%	6%	26%	0%
37	-6%	-3%	-38%	-1%
38	3%	7%	-6%	-10%
39	·	-5%	5%	-6%
40	1%	3%	-8%	6%
41	·	-1%	19%	-6%
42	8%	4%	19%	0%
43	·	3%&7%	4%	-4%&-10%
44	·	4%	2%	-3%
45	·	9%	-6%	-1%

Carrying on.
No.	canonical_smiles	GAA glycogen mod	TexasRed fluor	GAA inh	RECQ1 helicase
46	N[C@H](C(=O)O)C(O)C(O)C(O)CO (some centres undefined)	·	-42%	·	-4%
47	COc1cccc(CC(NC(C)=O)C(=O)NC2CCN(c3ncccc3[N+](=O)[O-])CC2)c1 (centres undefined)	-2%	-3%	-9%	i
48	COC(=O)C1=CO[C@@H](OC2OC(CO)C(O)C(O)C2O)[C@@H]2C(CO)=CC[C@H]12 (some centres undefined)	3%	-1%	-5%[15.4 µM]	-7%
49	O=C(CC1Oc2ccc(Cl)cc2NC1=O)NC1CCCCCC1 (centres undefined)	-1%	-2%	3%	1%
50	COc1ccc(/C=N/OC(=O)c2ccc(Cl)cc2)c(Cl)c1OC	4%	-1%	·	1%
51	Cc1nnc(NC(=O)CCn2cnc3ccccc3c2=O)s1	15%	0%[53 µM]	?	17%

No.	L3MBTL1 inh	TRb-SRC2 inh	GoLoco inh red	aGlu spleen mod
46	·	-13%	-4%	-8%
47	2%	-2%	5%	2%
48	8%	-2%	-1%	-5%
49	8%	1%	3%	5%
50	0%	-3%	-9%	-1%
51	5%	3%[53 µM]	11%	-5%

Six compounds from above with just aGlu spleen mod.
entry | smiles | aGlu spleen mod
28 | CN1C(=O)CSc2ccc(C(=O)O)cc21 | 2%
29 | CC(=O)Cc1nsc(NC(=O)c2ccccc2)n1 | 8%
30 | CCN1CCN(Cc2oc(CO)cc(=O)c2O)CC1 | -15%
31 | COc1ccc(C2NC(=S)N3C(c4ccc(OC)cc4)NC(=S)N23)cc1 (centres undefined) | 3%
32 | CCOC(=O)c1ccccc1NC(=O)c1c(F)c(F)c(F)c(F)c1F | -8%
33 | Cc1cc(C)nc(NNC(=O)c2ccccc2O)n1 | 1%

Screens deposited in PubChem BioAssay by National Center for Advancing Translational Sciences (NCATS).
